High-throughput results (PubChem BioAssay)
RAM inhibit: yeast RAM network inhibition; S. cerevisiae dse1pr::URA3 reporter, 5-FOA growth OD615, 2 d; analog-sensitive cbk1-as2 kinase mutant strain; inhibition, % at 50 µM; hit rate 1.8% among 190,000; AID 868;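 active = inhibition above a set limit, 3 SD over mean compound inhibition, cut at about 8.4% in these data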;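 also: 0% = DMSO-only wells with no growth and 100% = 10 µM 1-NA-PP1 full growth; inhibition rescues growth on 5-FOA so higher OD means more RAM inhibition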
ROMK primary: modulators of human ROMK potassium channel; hit rate 2% among 130,000; AID 1918; B-score at 10 µM; P48048; Tet-inducible ROMK, thallium flux fluorescence; actives lie on both sides;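 active = signal ratio slope over the read window, or its plate-corrected B-score, at least 3 SD from the plate mean, either direction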;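 also: B-score of the F/F0 ratio slope over 7 to 12 s after thallium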
PPARg SRC-3 ag: promotes SRC-3 coactivator recruitment by human PPARgamma. activation, % at 8 µM. hit rate 0.26% among 200,000. P37231. biochemical PPARgamma/SRC-3 coactivator recruitment assay. AID 731; in the data active = activation above about 23%;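 also: 0% = DMSO and 100% = reference agonist; some compounds past the cut are filed as inactive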
Target sequence (P37231 whole entry, looked up): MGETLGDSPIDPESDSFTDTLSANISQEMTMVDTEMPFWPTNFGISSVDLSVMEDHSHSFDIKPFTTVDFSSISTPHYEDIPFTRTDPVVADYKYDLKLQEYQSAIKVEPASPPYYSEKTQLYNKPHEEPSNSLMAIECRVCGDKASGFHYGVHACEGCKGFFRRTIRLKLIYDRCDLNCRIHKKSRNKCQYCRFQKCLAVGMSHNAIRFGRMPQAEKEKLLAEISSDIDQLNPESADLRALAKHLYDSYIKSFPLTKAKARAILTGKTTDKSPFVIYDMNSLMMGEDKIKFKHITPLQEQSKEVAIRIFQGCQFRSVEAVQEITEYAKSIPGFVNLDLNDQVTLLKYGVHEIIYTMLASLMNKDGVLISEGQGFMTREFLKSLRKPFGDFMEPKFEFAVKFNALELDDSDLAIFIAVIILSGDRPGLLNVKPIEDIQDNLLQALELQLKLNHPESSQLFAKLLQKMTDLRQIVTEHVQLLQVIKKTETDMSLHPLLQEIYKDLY
PPARg SRC-1 ag: promotes SRC-1 coactivator recruitment by human PPARgamma; activation, % at 8 µM; PPARgamma-SRC-1 coactivator recruitment biochemical assay; hit rate 0.41% among 200,000; AID 631; in the data active = activation above about 19%;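 also: 0% = DMSO and 100% = reference agonist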
S1P3 antagonist: S1P3 (human) receptor antagonism; AID 485; CHO S1P3 NFAT-BLA reporter, FRET fluorescence, antagonist mode; inhibition, % at 4.98 µM; Q99500; hit rate 0.27% among 170,000;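 active = inhibition above the plate cutoff, the mean inhibition of test wells on that plate plus 3 SD, cut at about 28% in these data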;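 also: cells challenged with S1P at its EC80 of 0.8 µM; blue over green emission ratio from cleaved BLA substrate after 4 h stimulation; 0% = S1P-stimulated wells and 100% = unstimulated DMSO-only wells; some compounds past the cut are filed as inactive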
Target sequence (Q99500 whole entry, looked up): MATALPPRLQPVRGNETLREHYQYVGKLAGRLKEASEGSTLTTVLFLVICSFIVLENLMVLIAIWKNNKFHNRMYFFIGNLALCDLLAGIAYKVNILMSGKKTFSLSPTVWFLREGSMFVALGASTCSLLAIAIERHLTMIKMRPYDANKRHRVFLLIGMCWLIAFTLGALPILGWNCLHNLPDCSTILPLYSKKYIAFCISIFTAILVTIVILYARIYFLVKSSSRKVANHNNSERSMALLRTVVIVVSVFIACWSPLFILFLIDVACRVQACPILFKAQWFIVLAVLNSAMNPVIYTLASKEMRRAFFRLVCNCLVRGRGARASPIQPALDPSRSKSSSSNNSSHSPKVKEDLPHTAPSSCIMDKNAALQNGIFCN
TLR4-MyD88 BLA: inhibitors of human TLR4-MyD88 binding; inhibition, % at 8.4 µM; hit rate 0.18% among 200,000; HeLa CL3-4 TLR4/MyD88 BLA complementation, FRET ratio; in the data active = inhibition above about 25%;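 also: 0% = vehicle and 100% = reference inhibitor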
STAT1 inh: reduces IFN-gamma driven STAT1 reporter signal; inhibition, % at 5.5 µM; hit rate 0.35% among 200,000; NIH 3T3 STAT1-luciferase reporter, luminescence;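 active = inhibition above a set limit, the mean inhibition across all tested compounds plus 3 SD, cut at about 34% in these data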;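 also: 0% = IFN-gamma with DMSO and 100% = IFN-gamma with 300 µM nifuroxazide; values of inactives mirror those of a sister screen read the other way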
SRC2 TRFRET art: TR-FRET artefact, counter-screen to PPARgamma/SRC-2 agonist assay; stronger effect = higher value; TR-FRET ratio at 8 µM; hit rate 0.4% among 200,000; in the data active = TR-FRET ratio above about 2000; also: inactives centre near 1500
STAT3 inh: inhibitors of IL-6 induced STAT3 signaling | inhibition, % at 5.5 µM | U3A cells, IL-6 STAT3-luciferase reporter, luminescence; host cell line lacks STAT1 | hit rate 0.89% among 190,000 | AID 862;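 active = inhibition above the mean inhibition across all screened compounds plus 3 SD, cut at about 44% in these data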;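 also: 0% = DMSO only wells and 100% = 100 µM nifuroxazide control wells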
STAT3 act: activators of IL-6 induced STAT3 signaling | U3A cells, IL-6 STAT3-luciferase reporter, luminescence; 100% = signal with IL-6 EC80 alone | activation (% of control), % at 5.6 µM | hit rate 0.91% among 190,000 | AID 871;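 active = activation above the screen-wide mean of compound activation plus 3 SD, cut at about 130% in these data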;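 also: 0% = background luminescence of wells with medium and substrate only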
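system = STAT3-luciferase reporter U3A cells | reagent = IL-6 stimulus at 33 ng/mL final | timing = 1 h compound pre-exposure, 6 h IL-6 stimulation, 37 °C | measured by = luminescence | evaluation = % activation versus median of IL-6-stimulated wells | control set = IL-6-only wells as 100% reference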
PPARg SRC-2 ag: agonists of SRC-2 recruitment by human PPARgamma | P37231 | PPARgamma LBD-SRC-2 recruitment, biochemical | activation, % at 8 µM | hit rate 0.34% among 200,000 | AID 1032; in the data active = activation above about 22%;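 also: 0% = vehicle and 100% = reference agonist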
* = called active by the depositor; · = no result given. Compounds were not picked by outcome. About 5.6% of those tested had a hit in this group.

SMILES	RAM inhibit	ROMK primary	PPARg SRC-3 ag	PPARg SRC-1 ag	S1P3 antagonist	TLR4-MyD88 BLA	STAT1 inh	SRC2 TRFRET art	STAT3 inh	STAT3 act	PPARg SRC-2 ag
CCCCCOc1ccc(C(=O)C(c2ccccc2)N2CCOCC2)cc1 (stereo not drawn)	-0.1	·	2	4	·	2	-5	1452	1	100	9
O=S(=O)(Nc1cccc(-c2cn3cccnc3n2)c1)c1ccc(Cl)cc1	-0.4	0	-2	-2	0	1	3	1556	0	101	2
C[C@H](NC(N)=O)C(=O)OCC(=O)NCc1cccs1	0.0	-0.22	0	-6	-5	-20	4	1633	6	105	-6
CC1CCC(NC(=O)C2CCN(C(=O)NC3CCCCC3)CC2)CC1 (stereo not drawn)	0.2	0.19	-1	-1	0	-21	2	1511	-8	110	-5
COC(=O)Cn1c(=O)n(CCc2ccccc2)c(=O)c2c3c(sc21)CCCC3	6.1	-0.41	1	2	·	4	0	1365	-16	119	7
O=C(NC1CCCC1)c1ccc(COCC(F)(F)C(F)F)o1	1.3	·	-1	1	3	8	7	1543	2	101	6
O=S(=O)(c1cnc[nH]1)N1CCc2ccccc21	0.0	·	-6	4	-44	-5	5	1501	-7	112	10
CCCCOC(=S)NC(=O)c1sc2ccccc2c1Cl	0.7	·	-4	4	·	-10	-4	1629	14	94	9
Cc1cc(C)n2c(SCC(=O)Nc3c(C)n(C)n(-c4ccccc4)c3=O)nnc2n1	0.6	-0.98	4	5	·	13	1	1640	9	97	-1
CCOCCOC(=O)C1=C(C)N(C)C(=O)NC1c1ccccc1Cl (stereo not drawn)	2.3	·	-5	-3	-9	-12	2	1499	6	101	0
CC1CCCC(N2C(=O)NC(NC(=O)c3ccco3)(C(F)(F)F)C2=O)C1C (stereo not drawn)	4.2	0.089	-14	-1	9	-2	-2	1462	7	98	-9
CCOc1ccccc1CSc1nc2ccccc2[nH]1	0.2	·	2	-5	2	-5	5	1571	7	93	-4
CCc1c(C)sc(NC(=O)c2cc(CC(C)C)on2)c1C#N	7.5	·	7	8	·	1	-4	1703	21	87	1
Cc1cc(C)nc(NS(=O)(=O)c2ccc(NC(=O)CN3C(=O)C4CC=CCC4C3=O)cc2)n1 (stereo not drawn)	1.6	-0.54	2	1	-10	-10	-10	1507	2	108	-5
COc1ccc(-c2noc(C3CCCN(S(=O)(=O)c4cccc(Cl)c4)C3)n2)cc1OC (stereo not drawn)	5.1	-0.022	-16	3	-12	-8	0	1462	14	93	-4
COC(=O)C1=C(C)N(c2cccc(Cl)c2)C(=O)C1	2.0	·	4	-5	0	-4	4	1330	6	98	0
COc1ccc(N(C)C(=O)Cc2c(C(=O)O)[nH]c3ccccc23)cc1	0.7	1.1	8	6	-7	7	5	1592	-12	111	-7
COc1ccc(OC)c(NC(=O)NCc2ccc(F)cc2)c1	0.6	·	-1	0	8	-7	-4	1557	13	93	0
O=C(COC(=O)c1cc(-c2cccs2)nc2ccccc12)NCc1ccco1	7.5	·	10	6	-9	5	7	1487	19	90	6
Cc1ccc2c(c1)C1(SCCS1)C(=O)N2	-1.1	·	4	-4	·	-3	4	1594	2	103	9
CCCCOc1ccc(C(=O)N2CCCC2C(=O)O)cc1 (stereo not drawn)	-1.1	0.23	18	5	·	-3	-6	1774	11	93	6
O=C(Nc1nccs1)c1cn(-c2ccccc2)nc1-c1ccncc1	1.5	1.3	2	6	-1	10	9	1570	20	87	12
O=C(COC(=O)c1ccco1)Nc1ccc(Br)cc1	0.3	·	5	-1	·	-4	-2	1718	11	93	10
Cc1ccc(NC(=O)CS(=O)CC(=O)N(C(C)C(=O)NC2CCCCC2)C(C)(C)C)cc1 (stereo not drawn)	0.0	-1.2	2	-8	-19	0	2	1608	3	99	-2
O=c1oc(-c2ccccc2)nc2c1cnn2-c1ccccc1	4.0	·	5	4	10	-2	7	1403	2	102	-4
More results follow.
SMILES	RAM inhibit	ROMK primary	PPARg SRC-3 ag	PPARg SRC-1 ag	S1P3 antagonist	TLR4-MyD88 BLA	STAT1 inh	SRC2 TRFRET art	STAT3 inh	STAT3 act	PPARg SRC-2 ag
Cc1cc(Br)ccc1NC(=O)CN1C(=S)NC(C)(C)CC1C (stereo not drawn)	-0.1	0.037	1	2	1	2	0	1499	11	94	-6
Cc1sc(NC(=O)c2ccco2)c(C(c2cccnc2)N2CCCC2)c1C (stereo not drawn)	-0.3	·	-8	-2	·	4	-10	1387	40	69	7
NC(=O)c1ccccc1NC(=O)CCc1ccccc1	0.9	·	-3	-6	-34	1	-25	1531	-9	113	-4
COc1ccc(OC)c(Nc2nc(N)nc(-c3cc4ccccc4o3)n2)c1	3.8	·	6	1	1	-2	-7	1630	6	98	7
CCOC(=O)C1CCCN(Cc2ccc(OCC)cc2)C1 (stereo not drawn)	0.8	·	3	4	·	-14	1	1553	8	99	18
CCn1c(N)nc2ccccc21	-0.7	-0.2	-7	-6	6	-14	0	1526	-9	114	-6
Cc1ccccc1NC(=O)CNc1ccccc1C(=O)NCc1ccco1	1.1	-1.2	-9	3	·	8	-6	1571	1	102	5
COc1cccc(NC(=O)Cn2c(=O)c3c(ncn3Cc3ccccc3)n(Cc3ccccc3)c2=O)c1	6.1	-1.6	5	-1	·	2	7	1505	6	98	-8
N#C/C(=N/Nc1ccc(S(=O)(=O)N2CCOCC2)cc1)C(N)=O	1.1	·	6	6	-11	15	-5	1642	-2	105	4
CCOC(=O)c1cc(C#N)c(N2CCCC2)nc1-c1ccccc1	2.5	·	11	17	·	2	4	1683	-4	104	6
COc1cccc(OCc2cc(C3Nc4ccccc4C(=O)N3Cc3ccco3)ccc2OC)c1 (stereo not drawn)	3.3	·	3	-4	·	13	11	1421	6	98	-7
CC1C=CCC2C(=O)N(c3ccc(OC(=O)c4cccs4)cc3)C(=O)C12 (stereo not drawn)	1.9	0.071	-4	2	-8	6	-15	1363	-5	108	-3
Cc1c(Cl)c(C(=O)N2CCCC2)nn1C	1.2	0.17	4	9	-20	-4	-1	1398	2	102	0
Cc1ccc(NC(=S)NCCN(C2CCCCC2)C2CCCC2)cc1	2.3	1	-6	7	-14	-7	10	1585	3	105	-1
CCCCN(C)C(=O)C1CCN(C/C(C)=C/c2ccccc2)CC1	0.8	·	2	-2	-6	-1	5	1706	12	93	-1
O=C(COc1ccc(NC(=O)c2ccccc2[N+](=O)[O-])cc1)c1ccc(F)cc1	6.8	·	6	-4	2	-9	0	1520	9	98	5
O=C(c1cccc(Cl)c1)N1CCC(=O)N(C(COCc2ccccc2)Cc2ccccc2)CC1 (stereo not drawn)	0.4	-3	1	1	8	2	2	1563	-2	99	1
CC(CCc1ccccc1)NC(=O)CSc1nnnn1C (stereo not drawn)	2.5	·	1	-3	·	0	13	1680	-4	106	0
CCOc1ccccc1NC(=O)C1=C(C)NC(=S)NC1c1cccs1 (stereo not drawn)	9.8*	-0.65	5	2	5	9	1	1528	0	105	4
CS(=O)c1ccccc1-c1nc(-c2ccc(Cl)cc2)no1 (stereo not drawn)	5.5	-0.73	2	4	-2	-10	-42	1570	11	92	0
CCN(CC)c1ccc(C2=NNC(=O)CC2C)cc1[N+](=O)[O-] (stereo not drawn)	4.0	·	8	4	·	4	-4	1460	5	104	-7
CC(=O)n1cc(-c2ccncc2)c2ccccc21	0.5	·	-1	3	-7	10	-5	1566	10	92	-2
CN1CCN(S(=O)(=O)c2ccc3ccccc3c2)CC1	0.8	·	-4	6	-10	-8	-4	1449	8	101	-7
Cc1cc(NC(=O)CSc2nc3c(sc4ccccc43)c(=O)n2CCCN2CCOCC2)n[nH]1	0.1	-0.09	-10	7	·	-8	-1	1598	10	90	-1
CC(=O)c1cnc(Nc2cccc(C)c2)s1	0.0	-0.48	4	3	-17	-7	-36	1812	17	92	-11
Next part
SMILES	RAM inhibit	ROMK primary	PPARg SRC-3 ag	PPARg SRC-1 ag	S1P3 antagonist	TLR4-MyD88 BLA	STAT1 inh	SRC2 TRFRET art	STAT3 inh	STAT3 act	PPARg SRC-2 ag
COCCOc1nc2c(c(=O)n(C)c(=O)n2C)n1Cc1cccc(OC)c1	-0.2	-0.011	0	6	·	-9	22	1485	30	79	10
Cc1ccc(N(CC(N)=O)C2SC(=O)N(C)C2=O)cc1 (stereo not drawn)	2.0	0.91	0	1	·	-7	0	1672	11	95	3
CCN(CC)c1cc(NCCO)c([N+](=O)[O-])c2nonc12	-0.7	-0.14	-4	-6	-9	-6	11	1451	21	86	-1
COc1ccc(-c2cc(C(=O)N3CCCc4ccccc43)no2)cc1	4.3	·	-7	-9	-28	6	-22	1394	11	95	0
COc1ccc(C(=O)N2CCc3ccccc32)cc1	2.1	·	13	-4	·	22	-15	1553	2	102	-1
CCN1CC=C2C(C#N)=C(N)C(C#N)(C#N)C(CCc3ccccc3)C2C1 (stereo not drawn)	1.7	·	8	10	10	-2	4	1630	-40	141*	6
CCOc1cc(S(=O)(=O)NCc2ccncc2)c(C)cc1C	1.8	-1.3	3	-6	-1	-4	22	1511	38	73	-9
O=C(O)c1ccccc1NN=C1CCCCC1	2.0	·	-6	-2	-14	-13	-43	1399	-18	116	-4
O=C(/C=C/c1ccco1)Nc1ccc(S(=O)(=O)N2CCOCC2)cc1	2.7	·	1	10	-8	7	-15	1610	-2	106	-4
Cn1cccc1C(C(=O)NC1CCCCC1)N(C(=O)Cc1cccs1)C1CC1 (stereo not drawn)	3.9	0.014	1	16	12	-5	-2	1735	-9	111	2
C/C(CC(=O)Nc1cccc(Cl)c1)=N\NC(=O)Cc1ccc(Cl)cc1	1.3	-0.039	2	-5	·	4	0	1410	3	102	4
Cc1cc(=O)oc2ccc(OC(=O)CC(C)C)cc12	2.3	-0.75	6	0	-19	9	-8	1570	4	100	13
CCN(CC)S(=O)(=O)c1ccc(N2CCOCC2)c(NC(=O)Cc2cccc3ccccc23)c1	1.7	-1.6	1	-4	4	-12	-7	1501	-10	106	-3
Cc1ccc(C(=O)c2cc(C)sc2NC(=O)CN2CCN(C(=O)c3ccco3)CC2)cc1	2.7	·	1	4	4	2	-19	1659	11	94	-2
CCN1CCN(C(=O)NC2CC(=O)N(c3ccc(OC)cc3)C2)CC1 (stereo not drawn)	2.0	0.78	2	0	-9	18	5	1700	8	99	-1
COc1ccccc1NC(=S)Nc1cccc(F)c1	0.5	·	1	6	·	-14	-2	1749	4	102	6
